# RMI-FANCM inh – disruptors of RMI1/RMI2 association with MM2 peptide – biochemical, fluorescence polarization, human, primary screen; actives 0.58% (n = 70,000); RMI core complex (RMI1/RMI2) binding to FANCM MM2 peptide, human; RMI core complex with F-MM2 peptide; stronger effect = lower value; AID 1159607, 2016; FP signal (polarization) at 33 µM; in the data active means FP signal below about 40; further: inactives centre near 61; strong numbers were not always called active; unit not given here
# * hit, by the source's call; & = joins results of further samples. Not all compounds are listed (hit frequency here may not be typical).
SMILES,RMI-FANCM inh
Oc1ccc2c(c1)OCC1(O)Cc3cc(O)c(O)cc3C21 (stereo unspecified),-10
COc1cc(Cl)c(C)cc1NC(=O)c1c(C)cc(C)cc1C,69
Oc1ccc(C2CNCCc3c2cc(O)c(O)c3Cl)cc1 (stereo unspecified),55&63
C[N+]1(C)CCC(=C(c2ccccc2)c2ccccc2)CC1,52
C1COC(NC(C2CC2)C2CC2)=N1,51
Cc1ccc(N(CC2=NCCN2)c2cccc(O)c2)cc1,60&54
CCOC(N)=O,57
CC(=O)Nc1ccc(CC(=O)O)cc1,58
CCCCNc1ccc(C(=O)OCCOCCOCCOCCOCCOCCOCCOCCOCCOC)cc1,58
NOCC(=O)O,65
CC12CCC(=O)C=C1CCC1C2CCC2(C)C1CCC2(O)C(=O)CO (stereo unspecified),58
NC1CCN(c2nc3c(cc2F)c(=O)c(C(=O)O)cn3-c2ccc(F)cc2F)C1 (stereo unspecified),59
O=C(O)c1cccnc1Nc1cccc(C(F)(F)F)c1,64&57&58
CCn1cc(C(=O)O)c(=O)c2cnc(N3CCNCC3)nc21,66&56
NC(N)=O,64
CC1c2cccc(O)c2C(O)=C2C(=O)C3(O)C(O)=C(C(N)=O)C(=O)C(N(C)C)C3C(O)C21 (stereo unspecified),73
Cc1ccc(=O)n(-c2ccccc2)c1,63
O=c1oc2c(O)c(O)cc3c(=O)oc4c(O)c(O)cc1c4c23,57
C=CC1CN2CCC1CC2C(O)c1ccnc2ccc(OC)cc12 (stereo unspecified),54
CCc1ccc(CCOc2ccc(CC3SC(=O)NC3=O)cc2)nc1 (stereo unspecified),49&56

# 4 entries from above in another layout.
NC(N)=O
  RMI-FANCM inh = 64

CC1c2cccc(O)c2C(O)=C2C(=O)C3(O)C(O)=C(C(N)=O)C(=O)C(N(C)C)C3C(O)C21 (stereo unspecified)
  RMI-FANCM inh = 73

Cc1ccc(=O)n(-c2ccccc2)c1
  RMI-FANCM inh = 63

O=c1oc2c(O)c(O)cc3c(=O)oc4c(O)c(O)cc1c4c23
  RMI-FANCM inh = 57

# (more compounds)
SMILES,RMI-FANCM inh
COc1cn(C)c(C(=O)NCCC(c2ccccc2)c2ccccc2)cc1=O,61
COc1ccc(C2CNC(=O)C2)cc1OC1CCCC1 (stereo unspecified),51&57&63
CC1(C)O[C@@H]2CC3C4C[C@H](F)C5=CC(=O)C=C[C@]5(C)[C@@]4(F)[C@@H](O)C[C@]3(C)[C@]2(C(=O)CO)O1 (stereo partly specified),63
CCOC(=O)[C@H](CCc1ccccc1)N[C@@H](C)C(=O)N1Cc2ccccc2C[C@H]1C(=O)O,57&46&56
C/C=C/C(=O)N(CC)c1ccccc1C,48&54
O=C(O)CCC(=O)c1ccc(-c2ccccc2)cc1,65&51
Clc1ccc(-c2nc3scc(-c4ccccc4)n3n2)cc1,67
CCCCNc1ccc(C(=O)OCCN(C)C)cc1,64&50&64
CC1Cc2ccccc2N1NC(=O)c1ccc(Cl)c(S(N)(=O)=O)c1 (stereo unspecified),64&52&61
N#Cc1ccc(C(c2ccc(C#N)cc2)n2cncn2)cc1,54&46

# Reformatted bar-delimited: entries from further up
SMILES | RMI-FANCM inh
CCOC(=O)[C@H](CCc1ccccc1)N[C@@H](C)C(=O)N1Cc2ccccc2C[C@H]1C(=O)O | 57&46&56
C/C=C/C(=O)N(CC)c1ccccc1C | 48&54
O=C(O)CCC(=O)c1ccc(-c2ccccc2)cc1 | 65&51
Clc1ccc(-c2nc3scc(-c4ccccc4)n3n2)cc1 | 67
CCCCNc1ccc(C(=O)OCCN(C)C)cc1 | 64&50&64
CC1Cc2ccccc2N1NC(=O)c1ccc(Cl)c(S(N)(=O)=O)c1 (stereo unspecified) | 64&52&61

# Taken from above, 2 compounds:
SMILES,RMI-FANCM inh
CC1Cc2ccccc2N1NC(=O)c1ccc(Cl)c(S(N)(=O)=O)c1 (stereo unspecified),64&52&61
N#Cc1ccc(C(c2ccc(C#N)cc2)n2cncn2)cc1,54&46

# The listing continues.
SMILES,RMI-FANCM inh
N[C@@H](Cc1c[nH]c2ccc(O)cc12)C(=O)O,56
CC(=O)O[C@]1(C(C)=O)CC[C@H]2[C@@H]3C=C(Cl)C4=CC(=O)C5CC5[C@]4(C)[C@H]3CC[C@@]21C (stereo partly specified),51
C=C[C@H]1CN2CCC1C[C@@H]2[C@@H](O)c1ccnc2ccc(OC)cc12 (stereo partly specified),57
CN1CCCN=C1COC(=O)C(O)(c1ccccc1)C1CCCCC1 (stereo unspecified),54
COc1cc(NC(=O)c2cccc([N+](=O)[O-])c2)c(OC)cc1Cl,56
CCCc1nc(C(C)(C)O)c(C(=O)O)n1Cc1ccc(-c2ccccc2-c2nn[nH]n2)cc1,57
COc1cc2ncnc(Nc3cccc(Cl)c3)c2cc1OC,53&43
